Screens deposited in PubChem BioAssay by several laboratories.
Myeloid diff 2: compounds promoting myeloid differentiation; 1% of 360,000 active; calls only at 10 µM; AID 624256; ER-HoxA9 myeloid progenitors, lysozyme-GFP differentiation, flow cytometry;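 active = normalized GFP-positive differentiation at or above the plate's own cutoff, the solvent-only control mean plus 3 SD; inconclusive = no clear call, values can overlap the other calls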;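 also: cells exposed to compound for four days before flow analysis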
LYP inhibition: inhibitors of LYP phosphatase, biochemical, fluorescence intensity, uHTS (AID 1779) | 0.054% of 290,000 active | recombinant LYP phosphatase, fluorescence intensity; higher % means a stronger effect | one-dose inhibition, % at 11.5 µM; IC50 in µM for titrated hits; in the data active = inhibition above about 50%;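 also: plate controls were vehicle with enzyme for no effect and no enzyme for full effect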
Myeloid diff 2 GFP+ MAC1+ %: second read-out of Myeloid diff 2, no call of its own (marks repeat the call); GFP+ MAC1+ double positive, %; measured here: differentiation confirmed by MAC1 staining
An asterisk follows results filed as active; i = inactive; ? = inconclusive; nt = no result given; + = active, no number. Not all compounds are listed; rates above refer to the full screens.

SMILES | Myeloid diff 2 | Myeloid diff 2 GFP+ MAC1+ % | LYP inhibition
CSCC[C@H](NC(=O)OC(C)(C)C)C(=O)NCC1CCC(C(=O)N[C@@H](Cc2ccccc2)C(=O)O)CC1 (some centres not stated) | + | 50.0* | -4.8%
COc1ccc(C(=O)C2CCCN(S(=O)(=O)c3ccc(C(C)=O)cc3)C2)c(C)c1 (configuration not stated) | i | 3.0 | -3.2%
CCCN1CCC(Oc2cccc(C(=O)NCCc3ccccc3)c2)CC1 | i | 0.6 | -1.3%
CCCN1CCN(C(=O)c2ccc3nc(CC)c(CC)nc3c2)CC1 | i | 0.3 | -5.8%
COc1ccc2[nH]c(=O)c(C3c4cc(OC)c(OC)cc4CCN3C(=O)c3ccco3)cc2c1 (configuration not stated) | i | 4.2 | -6.5%
O=C(N/N=C/c1ccc(OC(=O)c2cccc(F)c2)cc1)c1cccnc1 | i | 0.7 | -7.2%
COc1cc2[nH]c(C(=O)N3CCc4ccccc4C3)cc2c(OC)c1OC | i | 1.6 | -9.4%
Cc1cc(C)n(-c2ccc(NC(=O)C3CCN(Cc4ccccn4)CC3)cc2)n1 | i | 0.0 | -10.0%
Cc1ccc(NC(=O)c2ccc(Cl)c(NC(=O)c3cccs3)c2)cc1 | i | 0.3 | -4.3%
CN(Cc1cccc([N+](=O)[O-])c1)Cc1cccc2ccccc12 | i | 0.3 | 2.5%
C=C(C)Cn1c(=O)c2c(nc3n2CCCN3Cc2ccccc2)n(C)c1=O | i | 0.9 | -12.5%
O=C(N/N=C/c1cc2c(cc1[N+](=O)[O-])OCO2)c1ccc2c(c1)OCO2 | i | 0.3 | 0.9%
Cc1cc(C)nc(SCC(=O)c2ccc(F)cc2)n1 | i | 0.4 | -6.4%
COC(=O)COc1ccc(/C=N/NC(=O)CN(c2ccccc2OC)S(=O)(=O)c2ccccc2)cc1 | i | 0.2 | 1.8%
CC(C)N1CCN(S(=O)(=O)c2ccccc2)CC1 | i | 0.5 | -5.8%
O=C(NNC(=O)c1cccc(C(F)(F)F)c1)c1ccncc1 | i | 0.8 | -2.2%
Cc1ccc(S(=O)(=O)N2CCC(C)CC2)cc1 | i | 0.4 | -9.6%
CCCCN1CC(=O)N2[C@H](c3ccc(OC)cc3)[C@@H]3C(=O)N(CC)C(=O)[C@@H]3[C@]2(Cc2ccccc2)C1=O | i | 1.3 | -16.0%
COCCn1c(SCC(=O)Nc2ccc(C(C)=O)cc2)nc2c([nH]c3ccccc32)c1=O | i | 0.9 | -5.6%
COc1ccc(C)cc1S(=O)(=O)NCC(c1cccnc1)N1CCc2ccccc2C1 (configuration not stated) | i | 8.8 | -5.8%
CCO/C=N/Nc1nc(C(F)(F)F)nc2c1cnn2Cc1ccccc1 | i | 0.5 | -0.8%
COc1cc(NC(=O)C2=CC(c3cccs3)=NS(=O)(=O)N2C)cc(OC)c1OC | i | 0.7 | -2.4%
Cc1ccc(NC(=O)CS(=O)CC(=O)N(CC(=O)NC(C)(C)C)c2cccc(C)c2C)cc1 (configuration not stated) | i | 0.2 | -5.8%
Cn1c(-c2nonc2N)nc2ccccc21 | i | 0.5 | -6.8%
COc1ccccc1CNC(=O)CSc1n[nH]c(N)n1 | i | 0.5 | -6.1%
CCOc1ccc(NC(=O)COc2ccc(S(=O)(=O)N3CCCC3)cc2)cc1 | i | 3.0 | -2.0%
COC(=O)CC(NS(=O)(=O)c1cccs1)c1ccc2c(c1)OCO2 (configuration not stated) | i | 0.9 | -2.6%
Nc1ncnc2c1ncn2C1OC(COP(=O)(O)O)C(O)C1O (configuration not stated) | i | 3.2 | -14.2%
O=C(O)CCc1ccc(S(=O)(=O)Nc2ccccc2C(=O)NCCc2ccccc2)cc1 | i | 0.8 | -3.8%
CN(Cc1nccs1)C(=O)C1CCC(=O)N(CCc2cccc(F)c2)C1 (configuration not stated) | i | 0.7 | -4.9%
CCC(=O)c1ccc(OC(=O)Cc2ccc(OC)cc2)cc1 | i | 0.6 | -5.4%
Cn1cccc1-c1cc(C(=O)N/N=C/c2ccc(F)cc2)[nH]n1 | i | 0.0 | 2.0%
[N-]=[N+]=NC[C@H](Cc1ccccc1)N1CC[C@@H](NC(=O)OCc2ccccc2)CCC1=O | i | 2.8 | -3.7%
NS(=O)(=O)c1ccc(NC(=O)CSc2nc3c(c(=O)[nH]2)CCCC3)cc1 | i | 1.0 | -7.8%
CCN1CCN(C(=O)C(=O)c2cn(CC(=O)N3CCCCCC3)c3ccccc23)CC1 | i | 3.9 | 1.3%
CCC(NS(=O)(=O)c1ccc(C)cc1)C(=O)N1CCOCCOCCOCCOCC1 (configuration not stated) | i | 0.4 | -7.3%
C=CCN1C(=O)C(CC(=O)NCC)SC1=Nc1ccccc1OC (configuration not stated) | i | 0.2 | -11.4%
COCCCn1c(SCC(=O)NC2CCCCC2)nc2ccccc2c1=O | i | 0.3 | -5.2%
O=C(CN1CCN(S(=O)(=O)c2ccccc2)CC1)Nc1ccc(Cl)cn1 | i | 0.2 | -7.6%
COc1cc(Br)cc(/C=N/N(CCO)C2=NS(=O)(=O)c3ccccc32)c1OC | i | 0.6 | -0.6%
Cc1ccc(C)c(N(C(=O)c2csnn2)C(C(=O)NC2CCCCC2)c2cccnc2)c1 (configuration not stated) | i | 3.5 | -6.5%
COc1ccc(CNC(=O)CN2CCN(c3ccccc3O)CC2)cc1OC | i | 0.6 | -10.3%
Cc1noc(C)c1S(=O)(=O)Nc1cccc(C(F)(F)F)c1 | i | 0.2 | -7.1%
O=C(c1ccco1)N(Cc1cccc(Br)c1)C1CCS(=O)(=O)C1 (configuration not stated) | i | 2.7 | -8.5%
O=C(Nc1ccc(F)cc1)c1oc2ccccc2c1NC(=O)C1CC1 | i | 0.4 | -7.2%
COc1ccc([N+](=O)[O-])cc1NC(=O)C1CCCNC1=O (configuration not stated) | i | 0.5 | -5.5%
COc1cccc(C(=O)Nc2nnc(S(=O)(=O)N(C)Cc3ccc(F)cc3)s2)c1 | i | 2.2 | 1.8%
COc1cc(C)ccc1OCCCCNCc1ccccc1 | i | 0.8 | -9.5%
COc1ccc(NC(=O)CCN2CCN(C/C=C/c3ccccc3)CC2)cc1 | i | 0.6 | -8.5%
Cn1c(CC(=O)Nc2ccccc2F)nnc1SCC(=O)N1CCOCC1 | i | 0.7 | -8.4%

(list continues)
SMILES | Myeloid diff 2 | Myeloid diff 2 GFP+ MAC1+ % | LYP inhibition
O=C(N/N=C/c1cc(Br)ccc1OC(=O)c1ccc(Br)cc1)c1ccncc1 | i | 1.7 | 10.3%
CC(NC(=O)c1ccc2c(c1)OCO2)c1ccccc1 (configuration not stated) | i | 0.4 | -11.6%
Cc1ccc(CNC(=O)C2CCCN2S(=O)(=O)c2ccc(Cl)cc2)cc1 (configuration not stated) | i | 0.4 | -9.8%
COc1ccc(-n2cc(-c3ccccc3)c3c(=S)nc[nH]c32)cc1 | i | 1.6 | -4.5%
Cc1ccc(OCC(=O)NCCNC(=O)c2ccco2)cc1C | i | 0.3 | -6.4%
Cc1ccc(-n2c(SCC(=O)N3CCOCC3)nc(O)cc2=O)cc1 | i | 1.3 | -10.6%
Cc1cc(NC(=O)CSc2nnnn2-c2ccccc2F)no1 | i | 0.6 | -3.1%
Cc1ccc2c(c1)c(-c1csc(N)n1)c(C)n2C | i | 0.4 | -3.9%
COc1ccc(/C=N/NC(=O)c2ccc3c(c2)OCCO3)c(OC)c1 | i | 1.5 | -0.6%
Cc1cccc(NC(=O)c2ccc(Cl)c(S(=O)(=O)N3CCCC3)c2)n1 | i | 4.1 | -9.9%

Laid out differently: results already given
Screens in order: Myeloid diff 2, Myeloid diff 2 GFP+ MAC1+ %, LYP inhibition
> COc1ccc(/C=N/NC(=O)c2ccc3c(c2)OCCO3)c(OC)c1
    i, 1.5, -0.6%
> Cc1ccc(C)c(N(C(=O)c2csnn2)C(C(=O)NC2CCCCC2)c2cccnc2)c1 (configuration not stated)
    i, 3.5, -6.5%

Later entries.
SMILES | Myeloid diff 2 | Myeloid diff 2 GFP+ MAC1+ % | LYP inhibition
Cc1nc(SCc2ccccc2)[nH]c(=O)c1CC(=O)OCC(C)C | i | 0.9 | -3.5%
CC(=O)c1ccc(NC(=O)c2ccc(N3C(=O)c4cccnc4C3=O)cc2)cc1 | i | 3.8 | -10.5%
Cc1cccc(OCC(=O)NNC(=O)CCCCC(=O)NNC(=O)COc2cccc(C)c2)c1 | i | 0.5 | -0.4%
Cc1ccc(C)c(N2CCN(C(=O)c3ccc(CS(=O)Cc4ccc(Cl)cc4)o3)CC2)c1 (configuration not stated) | i | 1.6 | -9.9%
COc1ccccc1NC(=O)CSc1nccn1Cc1ccc(F)cc1 | i | 0.5 | -4.5%
COc1ccccc1NC(=O)/C(C#N)=C/c1ccc(OCCN2CCOCC2)c(OC)c1 | i | 4.4 | -5.3%
O=C(COc1ccc(S(=O)(=O)NC2CCCCC2)cc1)NC1CC1 | i | 1.7 | -6.7%
CC(=O)Nc1ccc(NC(=O)CN2C(=O)COc3ccc(S(=O)(=O)N4CCOCC4)cc32)cc1 | i | 0.4 | -6.5%
CNC[C@H](CC1CCCCC1)NC[C@H](CO)NCCc1cccc(C(F)(F)F)c1 | + | 9.5* | -10.6%
CCOc1cc(/C=C/C(=O)O)ccc1OCCOc1ccccc1 | i | 0.9 | -5.2%
Cc1ccc(S(=O)(=O)NNC(=O)c2ccccc2-n2cccc2)cc1 | i | 1.4 | -7.1%
O=C(Nc1ccc(S(=O)(=O)N2CCOCC2)cc1)c1ccccc1Br | i | 0.6 | -4.9%
Cc1cc(=O)c(C(=O)O)nn1-c1ccccc1C(F)(F)F | i | 0.5 | -13.0%
COc1ccc(CN2CCN(C(C)C(=O)NC(C)c3ccc(F)cc3)CC2)cc1F (configuration not stated) | i | 3.5 | 5.1%
O=C(NCCCc1ccccn1)C1CCC(=O)N(Cc2cccc(F)c2)C1 (configuration not stated) | i | 2.4 | -11.8%
CC(=O)c1ccc(S(=O)(=O)N2CCN(C(=O)C3CCCC3)CC2)cc1 | i | 0.7 | -8.7%
CCOc1ccc(N(CC(=O)NC2CC2)S(=O)(=O)c2ccc(C)cc2)cc1 | i | 1.6 | -8.8%
COc1ccccc1CCNS(=O)(=O)c1cc2c3c(c1)C(C)C(=O)N3CCC2 (configuration not stated) | i | 0.6 | 2.6%
O=C1OCC(c2ccccc2)=C1c1ccccc1 | i | 0.4 | -8.2%
CCOC(=O)c1cnc2c(C)c(Cl)ccc2c1N1CCN(CC)CC1 | i | 0.6 | -5.3%
COc1ccc(Nc2nc(OC)nc(OC)n2)cc1 | i | 0.3 | -3.9%
O=C(CCc1ccccc1)N=C1SC2CS(=O)(=O)CC2N1Cc1ccc(F)cc1 (configuration not stated) | i | 0.9 | -11.1%
Cc1ccc(S(=O)(=O)NNC(=O)c2ccc(NC(=O)C3CC3)cc2)cc1 | i | 0.3 | -5.9%
CCCc1cc(=O)oc2cc(C)cc(OCC(=O)N[C@@H](CSCc3ccccc3)C(=O)O)c12 | i | 3.3 | -3.9%
CC1(CCC(=O)N2CCCC(Nc3ccc(F)cc3)C2)CC1 (configuration not stated) | i | 1.2 | -9.9%
COc1ccccc1CCNC(=O)c1ccc2nc[nH]c2c1 | i | 0.0 | -7.0%
COc1cccc(C(C(=O)NCC2CCCO2)N(C(=O)Cn2nnc3ccccc32)c2ccc(NC(C)=O)cc2)c1OC (configuration not stated) | i | 0.5 | 0.0%
O=C(NC1CCCC1)c1ccc2c(c1)N(Cc1ccccc1)CCS2 | i | 0.5 | -8.0%
O=C(CSc1nnnn1C1CCCC1)N1CCCCC1 | i | 0.8 | -9.4%
CC(=O)c1cccc(OCc2cc(C(=O)N(C)CCc3cnn(C)c3)no2)c1 | i | 0.8 | -5.8%

Whole records from above. Values in the order: Myeloid diff 2	Myeloid diff 2 GFP+ MAC1+ %	LYP inhibition
Listed for `O=C(Nc1ccc(F)cc1)c1oc2ccccc2c1NC(=O)C1CC1` = i	0.4	-7.2%
Listed for `O=C(N/N=C/c1ccc(OC(=O)c2cccc(F)c2)cc1)c1cccnc1` = i	0.7	-7.2%
Listed for `Cc1nc(SCc2ccccc2)[nH]c(=O)c1CC(=O)OCC(C)C` = i	0.9	-3.5%
Listed for `CC(NC(=O)c1ccc2c(c1)OCO2)c1ccccc1` (configuration not stated) = i	0.4	-11.6%

New compounds follow.
SMILES | Myeloid diff 2 | Myeloid diff 2 GFP+ MAC1+ % | LYP inhibition
O=C1c2ccccc2S(=O)(=O)N1Cc1ccccc1[N+](=O)[O-] | i | 0.5 | -8.0%
COc1ccc(S(=O)(=O)N2CCN(Cc3ccc(OC)c(OC)c3)CC2)cc1 | i | 0.4 | -10.9%
CCOc1ccc(N(C(=O)c2snc(C(N)=O)c2N)C(C(=O)NCC2CCCO2)c2ccco2)cc1 (configuration not stated) | ? | nt | -12.7%
O=C(O)c1ccc(N2CCN(Cc3ccc4c(c3)OCO4)CC2)c([N+](=O)[O-])c1 | i | 0.3 | -5.1%
CCC(CC)C(=O)Nc1nnc(S(=O)(=O)N2CCCC2)s1 | i | 1.4 | -9.4%
Cc1ccccc1CNS(=O)(=O)c1ccc2c(c1)C(C)(C)C(=O)N2C | i | 1.5 | 2.7%
Cc1ccc(NC2CCCN(C(=O)C3CCCC3)C2)cc1C (configuration not stated) | i | 1.7 | -3.8%
CCc1cc2ccccc2nc1SCC(=O)NC1CCCC1 | i | 2.1 | -10.4%
CC(=O)CN1C(=O)NC2(CCCc3ccccc32)C1=O (configuration not stated) | i | 0.4 | -2.6%
COc1ccc(NC(=O)CCC(=O)c2cccs2)c(OC)c1 | i | 0.8 | -6.8%

Random excerpt: 2 entries already listed.
SMILES | Myeloid diff 2 | Myeloid diff 2 GFP+ MAC1+ % | LYP inhibition
Cc1cc(C)n(-c2ccc(NC(=O)C3CCN(Cc4ccccn4)CC3)cc2)n1 | i | 0.0 | -10.0%
O=C(O)CCc1ccc(S(=O)(=O)Nc2ccccc2C(=O)NCCc2ccccc2)cc1 | i | 0.8 | -3.8%
